High-throughput results from PubChem.
TRb-SRC2 inh = qHTS for Inhibitors of the Interaction of Thyroid Hormone Receptor and Steroid Receptor Coregulator 2; Thyroid hormone receptor beta (Homo sapiens), P10828; TRbeta-SRC2 peptide binding, fluorescence polarization; receptor liganded with 1 µM T3; Potency, µM (titrated, usually from 106 µM), for the others: at the top dose activity change, negative = inhibition, usual class: inhibitors; 280,000 tested, 0.065% active;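 note: potency is the fitted concentration of half-maximal effect; plate controls were bound peptide for no effect and peptide without receptor for full effect; nearly all actives have a fitted effect of over 50% in size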
Target sequence (P10828 whole entry, looked up): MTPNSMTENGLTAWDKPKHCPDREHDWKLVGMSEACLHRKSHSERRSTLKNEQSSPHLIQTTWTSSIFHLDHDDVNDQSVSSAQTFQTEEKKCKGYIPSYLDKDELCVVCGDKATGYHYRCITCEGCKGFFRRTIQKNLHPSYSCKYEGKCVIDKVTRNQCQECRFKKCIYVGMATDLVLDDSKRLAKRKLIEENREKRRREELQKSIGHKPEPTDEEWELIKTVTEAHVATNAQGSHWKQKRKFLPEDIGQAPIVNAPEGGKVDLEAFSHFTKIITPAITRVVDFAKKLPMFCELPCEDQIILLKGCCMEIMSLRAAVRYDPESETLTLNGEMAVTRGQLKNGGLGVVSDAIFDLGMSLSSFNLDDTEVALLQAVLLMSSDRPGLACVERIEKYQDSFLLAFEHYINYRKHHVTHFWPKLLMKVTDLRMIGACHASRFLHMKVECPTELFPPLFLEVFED
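A fluorescence polarization screen tested compounds at multiple concentrations against complex formation between 0.6 uM TRb ligand-binding domain and 20 nM Texas Red SRC2 peptide, with 1 uM T3 present; readout after 5 hr.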
TexasRed fluor = Total Fluorescence Counterscreen for Inhibitors of the Interaction of Thyroid Hormone Receptor and Steroid Receptor Coregulator 2. 280,000 tested, 0.29% active. Potency, µM (top dose mostly 106 µM), without a hit: at the highest dose fluorescence change, negative = quenching. AID 1479, 2009. TRb/SRC2 Texas Red total fluorescence interference; active = well fitted curve in either direction with a large enough effect; inconclusive = small, poorly fitted or top-dose-only effect; note: potency is the fitted concentration of half-maximal effect; % is set by controls: 0 for no effect and ±100 for the full control effect
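Human TRβ ligand-binding domain (0.6 uM) and Texas Red SRC2 peptide (20 nM) in Tris buffer with 1 uM T3 and 5% DMSO were incubated with pinned compound for 5 hr at ambient temperature. Total fluorescence was computed as S + 2P (555/632 nm).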
Tau fluor cs = Counterscreen qHTS for Inhibitors of Tau Fibril Formation, Fluorescence Polarization. tau K18 P301L (four-repeat tau fragment) Alexa594 fluorescence, heparin fibrillization. Potency, µM (highest dose often 57.7 µM), inactives show top-dose activity change, negative = decrease. 280,000 tested, 0.93% active. AID 1463, 2008; note: potency is the fitted concentration of half-maximal effect; % is set by controls: 0 for no effect and ±100 for the full control effect; nearly all actives have a fitted effect of over 55% in size
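Human K18 P301L tau (15 uM unlabeled plus 0.24 uM Alexa 594-labeled, final) in 100 mM sodium acetate pH 7 was mixed with compound and 20 uM heparin and incubated 6 hr at 37 C.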
CBFb RUNX1 block = qHTS Assay for Compounds Blocking the Interaction Between CBF-beta and RUNX1 for the Treatment of Acute Myeloid Leukemia; Runt-related transcription factor 1 (Homo sapiens) + Core-binding factor subunit beta …; AlphaScreen CBFb-His/RUNX1-biotin binding, biochemical; Potency, µM (titrated, usually from 59.8 µM), without a hit: at the top dose activity, negative = inhibition, hits mostly inhibitors; 230,000 tested, under 10 active; AID 1477, 2009; note: % of control where 0% means no effect
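AlphaScreen proximity signal reports loss of binding between His-tagged CBF-beta and biotin-labelled RUNX1, each at 30 nM. Proteins are pre-associated for 20 minutes, compounds added for 15 minutes, then beads for 90 minutes, all at ambient temperature.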
Epigenetic derep = Quantitative High-Throughput Screen for Regulators of Epigenetic Control; murine LDR cells, GFP reporter derepression, 30 h; Potency, µM (doses to about 53.9 µM), for the others: top-dose GFP activation, most hits filed as activators; 280,000 tested, 0.2% active; note: potency is the fitted concentration of half-maximal effect; % of control where 0% means no effect; nearly all actives have a fitted effect of over 60% in size
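In this reporter-derepression format, murine cells bearing a silenced integrated CMV-GFP locus incubate with test compound (30 h, 37 C), then are washed and imaged; fluorescent objects of 20–120 um count as induced cells.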
Tau FP inhib = qHTS for Inhibitors of Tau Fibril Formation, Fluorescence Polarization. Microtubule-associated protein tau (Homo sapiens), P10636. K18 P301L tau heparin fibrillization, Alexa594 FP, 6 h. Potency, µM (top dose mostly 57.7 µM), for the others: top-dose activity, negative = inhibition, most hits filed as inhibitors. 280,000 tested, 0.39% active. AID 1468, 2008; note: potency is the fitted concentration of half-maximal effect; % is set by controls: 0 for no effect and ±100 for the full control effect; nearly all actives have a fitted effect of over 55% in size
Target sequence (P10636 561-689 P618L limits assumed): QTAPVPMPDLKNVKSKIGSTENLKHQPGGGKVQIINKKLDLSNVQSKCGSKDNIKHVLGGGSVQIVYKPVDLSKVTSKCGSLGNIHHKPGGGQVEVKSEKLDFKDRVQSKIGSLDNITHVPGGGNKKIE
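Steps: dispense K18 P301L tau (15 uM plus 0.24 uM Alexa 594 tracer, final) in pH 7 sodium acetate; add compound; add heparin (20 uM final); incubate 6 hr, 37 C; add ThT (30 uM final); after 1 hr ambient, read FP.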
GLA spleen mod = qHTS Assay for Inhibitors and Activators of Human alpha-Galactosidase From Spleen Homogenate; Alpha-galactosidase A (Homo sapiens), P06280; human spleen homogenate, 4MU-alpha-Gal fluorescence, 40 min; Potency, µM (top dose mostly 80 µM), without a hit: at the top dose activity change, negative = inhibition, hits mostly inhibitors; 240,000 tested, 0.008% active; AID 2107, 2009;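 note: potency is the fitted concentration of half-maximal effect; 0% = enzyme with vehicle and -100% = no enzyme basal signal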
Target sequence (P06280 32-429 limits assumed): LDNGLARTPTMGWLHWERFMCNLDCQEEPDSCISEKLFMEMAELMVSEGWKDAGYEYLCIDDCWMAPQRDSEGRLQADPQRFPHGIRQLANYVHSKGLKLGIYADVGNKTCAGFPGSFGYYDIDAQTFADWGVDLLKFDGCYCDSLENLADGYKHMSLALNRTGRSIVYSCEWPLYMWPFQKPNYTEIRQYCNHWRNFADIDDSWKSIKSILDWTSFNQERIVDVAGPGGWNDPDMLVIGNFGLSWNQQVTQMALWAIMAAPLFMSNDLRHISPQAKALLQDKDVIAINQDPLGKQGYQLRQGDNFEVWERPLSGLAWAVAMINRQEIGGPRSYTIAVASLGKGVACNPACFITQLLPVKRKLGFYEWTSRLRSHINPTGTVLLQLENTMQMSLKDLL
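qHTS titration in buffer at pH 5.0. Alpha-galactosidase activity in spleen homogenate was measured via 4-methylumbelliferone release from 1 mM fluorogenic substrate after 40 min at 37C and a pH 10 stop. AC50 came from Hill fits of control-normalized data.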
NPSR antagonist = qHTS Assay for Antagonists of the Neuropeptide S Receptor: cAMP Signal Transduction. Q6W5P4. CHO-NPSR cells, cAMP TR-FRET, antagonist mode. Potency, µM (doses to about 38.3 µM), without a hit: at the highest dose activity change, negative = inhibition, most hits filed as inhibitors. 220,000 tested, 1% active; note: potency is the fitted concentration of half-maximal effect; % is set by controls: 0 for no effect and ±100 for the full control effect; nearly all actives have a fitted effect of over 50% in size; many of its hits are not listed in these tables
The depositor's hits bear a star; ? = inconclusive; · = not tested or not shown; [ ] = remark or other dose. Unless noted, calls come from the whole dose curve; as a rule, active = well fitted curve in the direction sought with a large enough effect; inconclusive = small, poorly fitted or top-dose-only effect, or another doubt; inactive = no such curve, though single readings can be large; an effect the other way counts as inactive or inconclusive. Only part of the results is shown, so the mix of outcomes need not match the whole.

SMILES | TRb-SRC2 inh | TexasRed fluor | Tau fluor cs | CBFb RUNX1 block | Epigenetic derep | Tau FP inhib | GLA spleen mod | NPSR antagonist
COc1cc(-c2nnn(CC(=O)N3CCOCC3)n2)cc(OC)c1OC | -12% | -1% | -5% | 0% | -0.9% | 0% | -9% | -7%[46.1 µM]
CCOCCc1nnc(NC(=O)c2ccc(OC)c(OC)c2)s1 | -12% | 1% | 1% | 11% | -14% | -13% | -5% | -17%[46.1 µM]
COc1ccc(Cc2nc3ccccc3n2CC(=O)N/N=C/c2ccc(O)cc2)cc1OC | -3% | 6% | -3% | -1% | -0.9% | 12% | 2% | -2%[46.1 µM]
Cc1ccc(CN(c2ccc(C(=O)N3CCCC3)cc2)S(C)(=O)=O)cc1 | 2% | 2% | -1% | 7% | -4.3% | 7% | -4% | -19%[46.1 µM]
O=C1CC(c2ccc(F)cc2)Sc2ccccc2N1 (stereo unspecified) | 2% | -6% | -2% | -5% | -0.8% | 4% | 7% | 0%[46.1 µM]
COc1ccccc1OCC(=O)Nc1oc(-c2ccccc2)c(-c2ccccc2)c1C#N | 1% | 2% | -29% | -8% | -2.1% | 3% | -2% | -11%[46.1 µM]
COCCn1c(SCc2nc3sc(C(=O)OC)c(C)c3c(=O)[nH]2)nc2ccccc21 | 3% | 2% | -4% | 2% | -1.2% | 5% | -18% | -15%[46.1 µM]
Cc1ccc(N2CCN(CC(O)COc3cccc(C)c3)CC2)cc1 (stereo unspecified) | 6% | -4% | -14% | 8% | 0.0% | 10% | -4% | -20%
O=C1C2C3C=CC(C3)C2C(=O)N1c1ccc(-c2nc3ccccc3c(=O)o2)cc1 (stereo unspecified) | 9%[53 µM] | 1%[53 µM] | -10% | 3% | 1.2% | -7% | 1% | -16%
COc1ccc2c(c1)C(SCC(=O)NCCc1ccccc1)CC(C)(C)O2 (stereo unspecified) | 15% | 1% | -22% | 3%[2.36 µM] | -1.7% | -2% | 3% | -4%
COc1ccc(N(CC(=O)NCc2ccco2)S(C)(=O)=O)cc1Cl | 0% | -3% | 3% | 16% | 1.0% | -11% | 8% | 13%[46.1 µM]
Cc1ccc(C)c(NC(=S)NCCSc2ccc(Cl)cc2)c1 | 5% | 1% | -24% | 0% | -0.9% | -9% | 7% | -38%

One compound at a time (already shown):
COCCn1c(SCc2nc3sc(C(=O)OC)c(C)c3c(=O)[nH]2)nc2ccccc21 as listed: TRb-SRC2 inh: 3%; TexasRed fluor: 2%; Tau fluor cs: -4%; CBFb RUNX1 block: 2%; Epigenetic derep: -1.2%; Tau FP inhib: 5%; GLA spleen mod: -18%; NPSR antagonist: -15%[46.1 µM]
Cc1ccc(C)c(NC(=S)NCCSc2ccc(Cl)cc2)c1 as listed: TRb-SRC2 inh: 5%; TexasRed fluor: 1%; Tau fluor cs: -24%; CBFb RUNX1 block: 0%; Epigenetic derep: -0.9%; Tau FP inhib: -9%; GLA spleen mod: 7%; NPSR antagonist: -38%

Next part
SMILES | TRb-SRC2 inh | TexasRed fluor | Tau fluor cs | CBFb RUNX1 block | Epigenetic derep | Tau FP inhib | GLA spleen mod | NPSR antagonist
CC(C)CCNC(=O)NC(=O)COC(=O)/C=C/c1cc(Br)ccc1F | 5% | -1% | 6% | 2% | 0.2% | -6% | -5% | 5%
Cc1cc(=O)c2ccccc2s1 | · | · | 2% | -3% | 1.1% | 0% | 8% | 1%[46.1 µM]
O=C(c1ccccc1)N1CCCC(C(=O)N2CCN(c3ccccc3)CC2)C1 (stereo unspecified) | -3% | 0% | -7% | 12% | 0.2% | -1% | 1% | 7%
O=C(c1ccc(F)cc1)C1CCN(Cc2cn[nH]c2-c2ccccc2)CC1 | -4% | 4% | -6% | 4% | 0.0% | -3% | 7% | 9%
O=c1c2c([nH]c3ccccc13)CCCCCC2 | 2% | -7% | 11% | -8% | 0.0% | 4% | 2% | -2%[46.1 µM]
CC(=O)Nc1ccc(N(C(=O)CNC(=O)c2ccco2)C(C(=O)NCc2ccco2)c2ccccc2)cc1 (stereo unspecified) | 4% | 2% | 0% | 1% | 1.1% | 2% | 10% | 4%
CC(N)c1ccc(Cl)cc1Cl (stereo unspecified) | 8% | -3% | 2% | 1% | 0.1% | 6% | -16% | -1%[46.1 µM]
Fc1ccc(Nc2c3c(nc4nncn24)CCC3)cc1 | -11% | 0% | 2% | · | -0.9% | -3% | · | ·
CCCCN(C)c1nnc(NC(=O)Nc2ccc(Br)c(C)c2)s1 | -3% | -2% | 2% | · | -3.3% | 2% | · | ·
CCOC(=O)c1nn(-c2ccc(F)cc2)c2nc(CC(C)C)c(C#N)c(=O)n12 | 3% | -1% | -11% | 27% | 1.3% | -5% | 3% | -11%[46.1 µM]
CCOC(=O)Cn1c2ccccc2n2nc(CCC(=O)O)c(=O)nc12 | 5% | 4% | 8% | -4% | 0.9% | 0% | 1% | 19%
Cc1cccc(NC(=O)NNC(=O)c2ccc(C)c([N+](=O)[O-])c2)c1 | -2% | -1% | -13% | 1% | 1.1% | -4% | 0% | -4%
Cc1ccc(S(=O)(=O)Nc2ccc(N3CCCCC3)cc2)cc1 | 1% | 2% | ? | -12% | -2.3% | 6% | -7% | -15%
COC(=O)Oc1ccc(/C=N/NC(=O)CSCc2ccccc2Br)cc1OC | -6% | -3% | ? | -1% | 0.7% | -4% | 3% | -20%[46.1 µM]
Cc1cccc(C)c1NS(=O)(=O)c1ccc(NS(=O)(=O)c2ccc3c(c2)OCCO3)cc1 | 9% | 0% | ? | · | -0.7% | ? | · | ·
c1ccc(N2CCN(c3ncnc4c3nc3n4CCCCC3)CC2)cc1 | 7% | 2% | -15% | · | 0.8% | 10% | · | ·
Cc1ccc(S(=O)(=O)Cc2ccc(C(=O)NCCCN3CCN(C)CC3)o2)cc1 | 3% | -2% | -1% | 6% | -6.5% | 3% | -3% | 0%[46.1 µM]
O=C(c1ccc(F)cc1)c1c[nH]c(C(=O)NCCCN2CCOCC2)c1 | -2% | -3% | 2% | 3% | 0.0% | 5% | 0% | -10%[46.1 µM]
COc1ccc(CCNC(=O)CCNC(=O)c2ccc(Cl)cc2)cc1OC | 3% | -1% | -4% | 5% | 0.0% | 1% | -7% | -4%[46.1 µM]
O=c1nc2ccccc2c2n1C[C@H](CN1CCN(c3ccccc3)CC1)N2 | 2% | 1% | -6% | 12%[21.7 µM] | 0.3% | -2% | -3% | ·
c1ccc(-n2c3ccccc3c3ccccc32)cc1 | -5% | -2% | -14% | ? | 0.0% | -7% | -11% | 4%
CCN(CC)CCN1C(=O)C(=O)/C(=C(/O)c2cccc(OC)c2)C1c1ccccn1 (stereo unspecified) | -24% | 2% | 2% | 2% | -1.4% | 1% | 8% | 2%[46.1 µM]
O=C(CCN1CCCCC1c1cccnc1)NCc1ccccc1 (stereo unspecified) | 6% | -2% | 3% | 10% | 0.0% | -1% | 3% | -11%[46.1 µM]
S=C1N(c2ccccc2)C(c2ccc(Cl)cc2)N2CCCN12 (stereo unspecified) | 3% | 2% | -11% | 2% | 3.6% | 0% | 3% | -21%[46.1 µM]
Cc1ccc(N2C(=O)C3C(C2=O)C2C=CC3C23CC3)cc1 (stereo unspecified) | 1% | 4% | 6% | 3% | -0.2% | 0% | 8% | 1%[46.1 µM]
CC(C)(C)CC(=O)Nc1nn[nH]n1 | -3% | -1% | 5% | -9% | 0.0% | -4% | 2% | 11%
NC(=O)COc1cccc2cccnc12 | 5% | 1% | -13% | -2% | -1.4% | -8% | -6% | 3%[46.1 µM]
CCn1c(/C(C#N)=C(\O)CCc2ccccc2)nc2ccccc21 | 2% | 4% | 2% | 7% | 0.9% | 5% | 22% | -6%[46.1 µM]
Cc1ccc(-c2nc(C(=O)NCc3ccccc3Cl)c3n2CCCCC3)cc1 | 7% | -12% | -9% | · | 0.8% | -1% | · | ·
COc1ccc(N2C(=O)CC(c3ccc(OC(C)C)cc3)C2=O)cc1 (stereo unspecified) | -5% | -1% | -10% | 1% | 0.0% | -13% | 2% | -6%[46.1 µM]
COc1ccc(Nc2nc(C)c(-c3ccccc3)s2)cc1 | -2% | -1% | 8.9µM*[quencher] | -3% | 0.2% | 7% | 3% | ?
O=C(O)c1ccc(/C=N/Nc2nnnn2-c2ccccc2)cc1 | 5% | -1% | 6% | 5% | 0.9% | 0% | 3% | 8%
O=C(Nc1ccc2c(c1)OCO2)C1CCCN(S(=O)(=O)c2cccs2)C1 (stereo unspecified) | -4% | -1% | -19% | 1% | 3.4% | 2% | -5% | -17%[46.1 µM]
O=C(CCl)Nc1nc(-c2ccco2)c(-c2ccco2)s1 | -3%[53 µM] | -5%[53 µM] | 13µM*[quencher] | ? | -1.3% | -6% | 6% | -36%
O=C(Nc1ccc(Br)cc1)c1ccc(F)c(S(=O)(=O)N2CCN(c3ccccn3)CC2)c1 | -5% | -1% | ? | 0% | -1.5% | ? | 2% | 2%
O=C(Cn1c2c(c(-c3ccccc3)cc1=O)CCCC2)N1CCCCCC1 | 7% | -1% | -3% | 3%[2.36 µM] | 4.2% | 8% | -2% | -52%
Nc1nnc(SCC(=O)OCc2ccc(F)cc2)s1 | 3% | -1% | -3% | -2% | 1.1% | 0% | -20% | -6%[46.1 µM]
O=C(Cc1ccc([N+](=O)[O-])cc1)N1CCc2ccccc2C1 | 2% | 0% | -2% | 0% | ? | 2% | -11% | -6%
O=C(CCC(=O)Nc1nnc(C2CCCCC2)s1)NCC1CCCO1 (stereo unspecified) | -14% | -3% | -7% | -3% | 3.5% | 4% | 4% | -8%[46.1 µM]
Cc1cc(C(=O)O)n(C(C)(C)C)n1 | -1% | -6% | 4% | 13% | -2.4% | 0% | 0% | -25%
